Compound activity (PubChem)
Myeloid diff 2: promotes myeloid progenitor differentiation; ER-HoxA9 myeloid progenitors, lysozyme-GFP differentiation, flow cytometry; calls only at 10 µM; 1% of 360,000 active;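 active means normalized GFP-positive differentiation at or above the plate's own cutoff, the solvent-only control mean plus 3 SD; inconclusive means no clear call, values can overlap the other calls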;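 further: cells exposed to compound for four days before flow analysis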
RSV antiviral HEp-2: inhibition of RSV-induced cytopathic effect – HEp-2 cells, primary 10 µM value included (AID 2391). HEp-2 cells, RSV-induced CPE inhibition; higher % means a stronger effect. one-dose CPE inhibition, % at 10 µM; IC50 in µM for titrated hits. 0.13% of 310,000 active; in the data active means a potency from the dose series; inconclusive means CPE inhibition mostly from about 23% at the one dose, without a potency; inactive means the rest, 99 in 100 with CPE inhibition below about 21%; further: strong numbers were not always called active
T cell HTS: modulates CD8 T cell binding to vesicles | 2C CD8+ T cell-vesicle binding, flow cytometry; hits give low values | 0.068% of 330,000 active | calls only at 7 µM | AID 2052;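 active means response, share of CD8 T cells binding vesicles, and their 90th percentile fluorescence all below set limits, cut at about 80% in these data, passing the limit was not always enough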
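Assay system: 2C TCR transgenic mouse naive CD8+ T cells, MACS-purified | Read-out: CD8+ gate FL2 mean fluorescence as % of same-row positive control | Signal: High-throughput flow cytometry with anti-B7-1 and anti-CD8 staining | Timing: Binding step 1.5 h, 37 °C, antibody labelling 20 min, ice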
SV40 large T antigen: SV40 large T antigen inhibitors, biochemical (AID 1903); SV40 large T antigen ATPase/helicase inhibition assay; higher % means a stronger effect; 0.39% of 310,000 active; inhibition, % at 20 µM, or IC50 in µM where a hit was titrated; in the data active means a potency from the dose series; inconclusive means inhibition mostly from about 32% at the one dose, without a potency; inactive means the rest, 99 in 100 with inhibition below about 32%; further: strong numbers were not always called active
PhoP inhibition: inhibitors of PhoP regulon expression, primary screen, Salmonella Typhimurium, GFP reporter (AID 1863) | S. Typhimurium PhoP-regulated promoter GFP reporter, 4 h; higher % means a stronger effect | 0.16% of 300,000 active | inhibition, % at 50 µM; hits with a dose series show IC50 in µM;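 active means inhibition over 29.93%, a cutoff 3 SD above the screen mean, later confirmed by dose response; inconclusive means inhibition over 29.93% but no dose response follow-up; inactive means inhibition at most 29.93% or unconfirmed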;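 further: 0% = low Mg2+ inducing control and 100% = high Mg2+ repressing control; strong numbers were not always called active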
Rac1 GTP hydrolysis: MgcRacGAP GTPase-activating activity inhibitors, confirmation, biochemical, ADP Hunter fluorescence; AID 624330; inhibition, % at 30 µM; hits with a dose series show IC50 in µM; 0.6% of 340,000 active; MgcRacGAP-stimulated Rac1 GTP hydrolysis, ADP Hunter fluorescence; higher % means a stronger effect; GST-tagged Rac1 F28L mutant substrate;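 active means first-screen hits whose inhibition reached a set limit at any dose in the follow-up dose series; inconclusive means inhibition above the set first-screen limit but never retested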;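 further: fluorescence reports GDP produced by GAP-driven GTP hydrolysis; strong numbers were not always called active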
bCat nuc transl: alters nuclear translocation of beta-catenin in HeLa cells | immunofluorescence imaging | nuclear translocation activity, % at 5 µM | 0.3% of 190,000 active;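 active means nuclear translocation activity above 50% at 5 µM, with a well cell count of 50 or more; inconclusive means wells under 50 cells across six images, flagged as toxic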;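 further: per-cell ratio of nuclear to cytoplasmic median beta-catenin stain intensity; plate controls were DMSO negative control for no effect and GSK-3 inhibitor IX positive control for full effect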
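System: Human HeLa cells, endogenous beta-catenin | Compound dosing: 5 µM primary, 0.02–20 µM confirmation | Timing: 24 h compound exposure at 37°C, 5% CO2 | Measured by: Fluorescence imaging of beta-catenin antibody stain plus DAPI | Read-out basis: % activation of per-cell nuclear versus cytoplasmic median beta-catenin signal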
West Nile antiviral: West Nile virus antiviral activity, cell-based, CPE readout (AID 1621); 0.02% of 290,000 active; one-dose CPE inhibition, % at 10 µM; IC50 in µM for titrated hits; West Nile virus-infected cells, CPE inhibition; higher % means a stronger effect; in the data active means a potency from the dose series; inconclusive means CPE inhibition mostly from about 3.7% at the one dose, without a potency; inactive means the rest, 99 in 100 with CPE inhibition below about 2.2%; further: strong numbers were not always called active
WT yeast gro inh: growth inhibition of WT yeast, mitochondrial fusion screen. mitochondrial fusion phenotypic screen, WT strain. inhibition, % at 10 µM. 2.1% of 190,000 active; in the data active means inhibition above about 58%; tested in S. cerevisiae
WT yeast gro inh mutant strain: also measured in WT yeast gro inh; calls as there; inhibition, %; mitochondrial fusion phenotypic screen, mutant strain inhibition
bCat nuc transl cell count 5 µM: recorded beside bCat nuc transl, whose call it bears; cell count; measured here: cell count, cytotoxicity flag
T cell HTS vesicle-bound %: second read-out of T cell HTS, no call of its own (marks repeat the call); double positive events, %; measured here: CD8+ vesicle-bound cell fraction;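 binding gate set so that unloaded-vesicle control wells show 10% double positive cells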
Myeloid diff 2 GFP+ MAC1+ %: second read-out of Myeloid diff 2, no call of its own (marks repeat the call); GFP+ MAC1+ double positive, %; measured here: differentiation confirmed by MAC1 staining
Starred values were filed as active, the others as inactive; i = inactive; ? = inconclusive; / = no result given.

nr	canonical_smiles	Myeloid diff 2	Myeloid diff 2 GFP+ MAC1+ %	RSV antiviral HEp-2	T cell HTS	T cell HTS vesicle-bound %	SV40 large T antigen	PhoP inhibition
1	Cc1[nH]n(-c2ccccc2)c(=O)c1-c1ccccc1	i	0.8	0.1%	i	16	?	-9%
2	COc1cccc(/C=N/Nc2nc(N3CCCC3)nc(N3CCCC3)n2)c1O	?	/	5.5%	i	54	8%	7%
3	COc1cccc(-c2nc(CS(=O)(=O)CC(=O)NC3CCCCCC3)c(C)o2)c1	i	1.7	15%	i	3	5%	0%
4	O=C1CC(SCCc2nc3ccccc3[nH]2)C(=O)N1c1ccc(F)cc1 (centres undefined)	i	6.2	1.2%	i	48	12%	5%
5	CC1CN(C(=S)NC(=O)c2ccco2)CC(C)O1 (centres undefined)	i	0.5	1.2%	i	45	8%	-4%
6	CCC(c1nnc(SCC(=O)Nc2ccc(NC(C)=O)cc2)n1Cc1ccccc1)N(C)C (centres undefined)	i	0.8	2.5%	i	15	21%	-4%
7	CC(=O)c1ccc(N2CCN(C(=O)c3cc(-c4ccncc4)nc4ccc(Cl)cc34)CC2)cc1	i	6.4	5.2%	i	72	5%	-8%
8	CCN(c1ccccc1)c1ncnc2c1cnn2-c1ccccc1	i	1.7	5.1%	i	33	0%	9%
9	FC(F)(F)c1ccc(-n2cn[nH]c2=S)cc1	i	0.7	3.3%	i	16	8%	-9%
10	COc1ccc(CCNC(=O)c2cc3cc(F)ccc3nc2C)cc1OC	i	0.5	13%	i	21	7%	/

nr	Rac1 GTP hydrolysis	bCat nuc transl	bCat nuc transl cell count 5 µM	West Nile antiviral	WT yeast gro inh	WT yeast gro inh mutant strain
1	13%	-0.2	923	0.1%	5	6
2	2%	/	/	0.6%	3	6
3	1%	/	/	0.2%	/	/
4	6%	0.7	1353	-0.1%	-1	8
5	-3%	0.1	932	0.0%	-19	7
6	8%	/	/	-0.2%	/	/
7	1%	/	/	0.2%	/	/
8	9%	-6.5	1159	1.3%	1	1
9	-21%	0.3	1279	0.0%	/	/
10	9%	/	/	/	/	/

An excerpt from above, showing only West Nile antiviral, PhoP inhibition and WT yeast gro inh mutant strain.
cpd	Compound	West Nile antiviral	PhoP inhibition	WT yeast gro inh mutant strain
5	CC1CN(C(=S)NC(=O)c2ccco2)CC(C)O1 (centres undefined)	0.0%	-4%	7
6	CCC(c1nnc(SCC(=O)Nc2ccc(NC(C)=O)cc2)n1Cc1ccccc1)N(C)C (centres undefined)	-0.2%	-4%	/

Later entries
nr	canonical_smiles	Myeloid diff 2	Myeloid diff 2 GFP+ MAC1+ %	RSV antiviral HEp-2	T cell HTS	T cell HTS vesicle-bound %	SV40 large T antigen	PhoP inhibition
11	Cc1nc(C)c(CC(=O)N2CCc3c([nH]c4ccccc34)C2c2ccccn2)s1 (centres undefined)	i	0.1	4.4%	i	56	3%	0%
12	Cc1cc(NC(=O)CSc2nnnn2Cc2ccccc2)no1	i	1.1	0.2%	i	35	5%	-2%
13	CCCCOc1ccc(Cc2n[nH]c(=S)n2N)cc1	i	0.3	1.7%	i	7	7%	3%
14	O=S(=O)(Nc1cccc2ccccc12)c1ccccc1	i	0.4	4.8%	i	29	/	-10%
15	CC1=C(C(=O)N2CCN(C(=O)c3ccco3)CC2)C2(CCC(C)CC2)OC1=O (centres undefined)	i	1.5	-0.1%	i	31	2%	1%
16	O=C(COc1ccc2c(c1)OCO2)Nc1ccc2c(c1)oc1ccccc12	i	0.9	0.6%	i	4	1%	2%
17	CC(C)COCC(O)CCC(=O)NNC(=S)Nc1ccccc1 (centres undefined)	i	0.3	0.8%	i	58	26%	1%
18	COc1ccc(C2C(C(=O)Nc3cccc(C)n3)c3ccccc3C(=O)N2C)cc1OC (centres undefined)	i	1.3	-0.4%	i	29	6%	-10%
19	COCCNC(=S)N(CCc1c(C)[nH]c2ccc(C)cc12)Cc1cc(OC)c(OC)c(OC)c1	i	3.8	5.6%	i	53	5%	-2%
20	O=C(c1sc2ccccc2c1Cl)N1CCN(c2ccc(F)cc2)CC1	i	0.1	?	i	26	-2%	-8%

nr	Rac1 GTP hydrolysis	bCat nuc transl	bCat nuc transl cell count 5 µM	West Nile antiviral	WT yeast gro inh	WT yeast gro inh mutant strain
11	9%	0.5	1240	1.1%	-12	-1
12	5%	0.1	1196	0.1%	-3	3
13	4%	-0.1	885	-0.2%	17	13
14	-6%	-0.6	1292	0.2%	/	/
15	0%	-0.6	1198	-0.2%	12	-2
16	12%	/	/	0.0%	-1	1
17	5%	0.6	946	-0.5%	-5	5
18	2%	6.4	1410	-0.5%	0	7
19	13%	-4.9	623	/	-11	-17
20	3%	0.7	1410	-0.4%	-26	-2

(continued)
nr	canonical_smiles	Myeloid diff 2	Myeloid diff 2 GFP+ MAC1+ %	RSV antiviral HEp-2	T cell HTS	T cell HTS vesicle-bound %	SV40 large T antigen	PhoP inhibition
21	O=C(/C=C/c1cccs1)c1ccc(N2CCOCC2)cc1	i	0.3	0.1%	i	40	1%	-8%
22	Clc1ccccc1CN1CCN(/N=C/C=C/c2ccco2)CC1	i	0.3	/	i	42	16%	-5%
23	CCOc1ccc(S(=O)(=O)NCCCN2CCOCC2)c2ccccc12	i	0.6	-2.0%	i	29	3%	7%
24	CCO[C@@H]1OC(C(=O)NC2CC2)=C[C@H](c2ccc(Br)cc2)[C@H]1CCCO	i	2.6	-1.2%	i	19	13%	-4%
25	N=c1ccn(Cc2ccc(Cl)cc2Cl)cc1	?	/	0.7%	i	56	23%	4%
26	Cc1c(C(=O)N2CCCCC2)nnn1-c1nonc1N	i	1.4	0.0%	i	45	8%	-8%
27	O=C(COC(=O)CSc1ccc(F)cc1)NNC(=O)c1ccc([N+](=O)[O-])cc1	i	0.7	-2.7%	i	37	11%	1%
28	COc1cc2c(cc1OC)CN(C(=O)c1cc(S(=O)(=O)N3CCOCC3)c(Cl)cc1Cl)CC2	i	0.8	7.1%	i	13	13%	1%
29	COc1ccc(N2CCN(C(=O)CNC(=O)c3cn(-c4ccccc4OC)c(=O)c4ccccc34)CC2)cc1	i	0.7	-1.8%	i	41	9%	-4%
30	CCOC(=O)c1oc2ccccc2c1NC(=O)C(C)(C)C	i	1.1	0.8%	i	46	4%	2%

nr	Rac1 GTP hydrolysis	bCat nuc transl	bCat nuc transl cell count 5 µM	West Nile antiviral	WT yeast gro inh	WT yeast gro inh mutant strain
21	1%	0.3	1122	0.4%	18	1
22	13%	-0.1	1320	-1.0%	/	/
23	10%	-1.7	1294	-0.1%	-18	-5
24	10%	-0.9	1318	-0.6%	/	/
25	5%	-3.5	1015	1.1%	15	52
26	13%	0.9	1079	0.5%	5	15
27	2%	/	/	/	/	/
28	5%	/	/	-1.4%	/	/
29	16%	4.8	1094	-0.6%	2	6
30	4%	-1.4	1030	0.1%	-11	-9

Given with two lines to a compound: entries from further up
Values in the order – Myeloid diff 2 | Myeloid diff 2 GFP+ MAC1+ % | RSV antiviral HEp-2 | T cell HTS | T cell HTS vesicle-bound % | SV40 large T antigen | PhoP inhibition | Rac1 GTP hydrolysis | bCat nuc transl | bCat nuc transl cell count 5 µM | West Nile antiviral | WT yeast gro inh | WT yeast gro inh mutant strain
(20) O=C(c1sc2ccccc2c1Cl)N1CCN(c2ccc(F)cc2)CC1
→ i | 0.1 | ? | i | 26 | -2% | -8% | 3% | 0.7 | 1410 | -0.4% | -26 | -2
(21) O=C(/C=C/c1cccs1)c1ccc(N2CCOCC2)cc1
→ i | 0.3 | 0.1% | i | 40 | 1% | -8% | 1% | 0.3 | 1122 | 0.4% | 18 | 1
(22) Clc1ccccc1CN1CCN(/N=C/C=C/c2ccco2)CC1
→ i | 0.3 | / | i | 42 | 16% | -5% | 13% | -0.1 | 1320 | -1.0% | / | /

New compounds follow
nr	canonical_smiles	Myeloid diff 2	Myeloid diff 2 GFP+ MAC1+ %	RSV antiviral HEp-2	T cell HTS	T cell HTS vesicle-bound %	SV40 large T antigen	PhoP inhibition
31	CCC(C(=O)OCC(=O)Nc1ccc(C)c(S(=O)(=O)N2CCOCC2)c1)c1ccccc1 (centres undefined)	i	0.6	1.9%	i	44	12%	-1%
32	O=C(Nc1c(C(=O)O)oc2ccc(Br)cc12)c1ccccc1	i	2.2	1.0%	i	39	10%	-4%
33	COc1cc(OC)cc(C(=O)NC(=S)Nc2cccnc2)c1	i	0.5	2.2%	i	35	1%	-10%
34	CCOc1cc(N2CCOCC2)c(OCC)cc1NC(=O)c1nc2nc(C)cc(C)n2n1	i	0.1	1.0%	i	32	/	/
35	CC(=O)/C(=C/N(C)C)C(=O)Nc1ccc(Cl)cc1Cl	i	0.2	-0.7%	i	43	19%	-3%
36	CC(C)(C)[C@@H]1C=C(C(=O)N2CCOCC2)O[C@H](OCc2ccc(CO)cc2)C1	i	1.3	-0.9%	i	24	9%	-4%
37	COc1ccc(Cl)cc1C(=O)Nc1ccc(S(N)(=O)=O)cc1	i	0.5	4.0%	i	49	3%	-12%
38	Cc1ccnc2ccc(P(=O)(c3ccccc3)c3ccccc3)cc12	/	/	/	/	/	7%	-6%
39	O=C(Cn1c(=S)[nH]c2ccccc21)c1ccccc1	i	0.3	0.6%	i	35	11%	0%
40	Cc1ccc(N=C(NOC(=O)c2ccccc2)c2nonc2N)c(C)c1	/	/	5.7%	i	18	-1%	4%
41	COCCCNC(=S)N/N=C/c1ccccc1O	i	0.2	/	i	28	12%	-11%
42	CC(C)N1CCC2(CC1)N=C(c1ccc3c(c1)OCO3)CC(c1cc(Cl)ccc1O)N2 (centres undefined)	i	0.4	-2.4%	i	32	1%	-2%

nr	Rac1 GTP hydrolysis	bCat nuc transl	bCat nuc transl cell count 5 µM	West Nile antiviral	WT yeast gro inh	WT yeast gro inh mutant strain
31	6%	/	/	/	/	/
32	5%	/	/	0.1%	20	5
33	4%	-0.2	1428	0.7%	-8	1
34	7%	-6.3	1006	/	/	/
35	5%	0.4	1536	-1.2%	21	20
36	4%	1.9	1062	-0.1%	5	9
37	12%	-4.7	1130	-0.3%	/	/
38	/	0.6	1521	-0.1%	-6	2
39	7%	-1.1	491	-0.3%	0	4
40	4%	6.1	1439	-0.2%	3	-10
41	14%	1.4	1144	-0.6%	/	/
42	9%	6.0	891	-0.8%	46	61
